From PubChem
APP transl inh: APP translation inhibition; SH-SY5Y APP 5'UTR-luciferase reporter, luminescence; inhibition, % at 2 µM; actives 0.82% (n = 190,000); AID 1285;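 active means inhibition above a set limit, derived from the sample mean plus 3 SD, cut at about 45% in these data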; further: values of inactives mirror those of a sister screen read the other way
STAT1 inh: inhibitors of IFN-gamma induced STAT1 signaling. NIH 3T3 STAT1-luciferase reporter, luminescence. inhibition, % at 5.5 µM. actives 0.35% (n = 200,000). AID 920;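 active means inhibition above a set limit, the mean inhibition across all tested compounds plus 3 SD, cut at about 34% in these data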;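 further: 0% = IFN-gamma with DMSO and 100% = IFN-gamma with 300 µM nifuroxazide; values of inactives mirror those of a sister screen read the other way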
FLuc act counter: affects firefly luciferase, flagging false hits in luciferase stimulation screens | P08659 | ATPlite luciferase biochemical, luminescence, 10 min; 0 = ATP-free wells, 1 = DMSO control | activation factor at 10 µM | 200,000 tested, under 10 active | AID 1027;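 active means luciferase activation factor, scaled between plate controls, of at least 2 with compound at 10 µM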
Target sequence (P08659 whole entry, looked up): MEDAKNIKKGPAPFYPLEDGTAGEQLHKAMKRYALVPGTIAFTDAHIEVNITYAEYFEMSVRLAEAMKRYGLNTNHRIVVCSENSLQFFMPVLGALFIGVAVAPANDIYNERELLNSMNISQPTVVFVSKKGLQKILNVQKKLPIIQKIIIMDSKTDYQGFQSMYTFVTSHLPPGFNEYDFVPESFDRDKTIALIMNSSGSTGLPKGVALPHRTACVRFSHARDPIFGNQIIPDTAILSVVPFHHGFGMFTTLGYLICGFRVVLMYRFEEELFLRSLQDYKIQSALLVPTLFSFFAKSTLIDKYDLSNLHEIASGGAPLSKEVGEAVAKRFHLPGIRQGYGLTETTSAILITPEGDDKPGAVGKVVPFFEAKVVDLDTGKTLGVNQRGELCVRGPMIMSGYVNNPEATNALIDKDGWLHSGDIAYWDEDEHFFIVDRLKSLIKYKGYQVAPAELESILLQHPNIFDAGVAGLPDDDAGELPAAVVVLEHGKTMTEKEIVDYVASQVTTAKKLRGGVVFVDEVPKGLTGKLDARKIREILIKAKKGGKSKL
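assay system = Luciferase/luciferin detection reagent, cell-free biochemical luciferase assay | also added = ATP substrate | times = 10 min post-reagent at room temperature | measured by = luminescence from luciferase reaction | measure = luciferase activation, seen as luminescence increase over controls | benchmarks = low control with PBS replacing ATP, high control enzyme plus ATP without compound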
NF-kB neuron act: raises NF-kB expression in human neuronal cells. NF-kB reporter expression; active compounds read high. fold change at 12.5 µM. AID 1239. actives 1.6% (n = 190,000); in the data active means fold change above about 3.3
ROMK primary: modulators of human ROMK potassium channel; actives 2% (n = 130,000); B-score at 10 µM; P48048; Tet-inducible ROMK, thallium flux fluorescence; actives lie on both sides; AID 1918;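 active means signal ratio slope over the read window, or its plate-corrected B-score, at least 3 SD from the plate mean, either direction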;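 further: B-score of the F/F0 ratio slope over 7 to 12 s after thallium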
Target sequence (P48048 whole entry, looked up): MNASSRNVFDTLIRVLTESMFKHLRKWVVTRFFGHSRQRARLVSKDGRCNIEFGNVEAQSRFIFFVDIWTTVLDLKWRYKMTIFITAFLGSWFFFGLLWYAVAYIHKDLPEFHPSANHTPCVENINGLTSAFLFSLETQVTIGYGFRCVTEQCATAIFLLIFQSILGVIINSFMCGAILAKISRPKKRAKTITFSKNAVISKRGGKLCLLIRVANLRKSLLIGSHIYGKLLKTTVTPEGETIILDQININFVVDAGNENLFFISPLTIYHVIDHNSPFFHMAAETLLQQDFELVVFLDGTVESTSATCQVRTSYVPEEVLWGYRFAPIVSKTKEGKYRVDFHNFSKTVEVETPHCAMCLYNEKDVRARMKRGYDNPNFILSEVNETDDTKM
STAT1 activator: activators of IFN-gamma induced STAT1 signaling; NIH 3T3 STAT1-luciferase reporter, luminescence; 100% = IFN-gamma alone, no compound; activation (% of control), % at 5.5 µM; actives 2.6% (n = 200,000); AID 932;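 active means activation above the screen-wide mean activation plus 3 SD, cut at about 130% in these data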;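 further: raw ratio to IFN-gamma control signal so 100% means no change and 0% no light; values of inactives mirror those of a sister screen read the other way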
APP 5'UTR act: activates APP 5'UTR luciferase reporter; activation, % at 2 µM; actives 1% (n = 190,000); SH-SY5Y APP 5'UTR luciferase reporter, luminescence; zero percent = DMSO vehicle wells; AID 1276;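 active means activation above a set limit, based on mean plus 3 SD of controls, cut at about 140% in these data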; further: values of inactives mirror those of a sister screen read the other way
STAT3 blocker: inhibitors of IL-6 induced STAT3 signaling; AID 862; U3A cells, IL-6 STAT3-luciferase reporter, luminescence; host cell line lacks STAT1; actives 0.89% (n = 190,000); inhibition, % at 5.5 µM;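 active means inhibition above the mean inhibition across all screened compounds plus 3 SD, cut at about 44% in these data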;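 further: 0% = DMSO only wells and 100% = 100 µM nifuroxazide control wells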
STAT3 act: activators of IL-6 induced STAT3 signaling. activation (% of control), % at 5.6 µM. U3A cells, IL-6 STAT3-luciferase reporter, luminescence; 100% = signal with IL-6 EC80 alone. actives 0.91% (n = 190,000);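 active means activation above the screen-wide mean of compound activation plus 3 SD, cut at about 130% in these data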;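 further: 0% = background luminescence of wells with medium and substrate only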
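Test system: human U3A cells carrying STAT3-luciferase construct; control set: IL-6-only wells as 100% reference; timing: compound pre-incubation 1 h before IL-6, then 6 h stimulation at 37 °C; also added: IL-6 stimulus at 33 ng/mL final; evaluation: % activation versus median of IL-6-stimulated wells; detection: reporter luminescence signal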
FLuc inh counter: Photinus pyralis luciferase inhibition counter-screen. ATPLite firefly luciferase biochemical luminescence, 10 min. inhibition, % at 10 µM. actives 1.5% (n = 200,000). AID 1006;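 active means inhibition above about 50% when tested at 10 µM, limit read from the data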
The depositor's hits bear a star; x = no result given. No enrichment for hits; about 7.1% have a hit in one of these screens.

SMILES | APP transl inh | STAT1 inh | FLuc act counter | NF-kB neuron act | ROMK primary | STAT1 activator | APP 5'UTR act | STAT3 blocker | STAT3 act | FLuc inh counter
CC(C)(C)N(Cc1ccccc1)C(=O)CSc1nc2ccccc2c(=O)[nH]1 | -2 | 4 | 1.1 | 0.92 | x | 96 | 2 | 2 | 101 | -11
CC(=O)c1c(C)nc(C)nc1NC(=O)C(C)C | -19 | -3 | 0.9 | 1.1 | -0.11 | 102 | 19 | 9 | 96 | 6
COc1ccc(OC)c(S(=O)(=O)N2CCC(C(=O)NCC3CCCO3)CC2)c1 (configuration not stated) | 2 | -5 | 1 | 1.1 | -0.54 | 105 | -2 | 5 | 100 | -4
Cc1c(-c2ccco2)[n+](=O)c2c(n1[O-])CCC2 | 1 | 5 | 1 | 1.3 | x | 96 | -1 | 0 | 104 | 0
Cc1cc(NC(=O)CSc2nnc(-c3ccc(Br)o3)n2Cc2ccccc2)no1 | 0 | 3 | 1.1 | 0.82 | x | 97 | 0 | 3 | 101 | -6
COC(=O)C1CC(O)CN1C(=O)Nc1cccc(C(F)(F)F)c1 (configuration not stated) | -14 | -5 | 1 | 1.1 | 0.1 | 103 | 14 | 2 | 102 | -1
CCN(CCCNS(=O)(=O)c1ccc2c(c1)CCN2C(C)=O)c1cccc(C)c1 | -1 | 17 | 1 | 0.78 | x | 84 | 1 | 11 | 95 | -4
Cc1cccc(N(CC(=O)NC2CCCC2)C(=O)c2c(C)noc2C)c1 | -7 | 4 | 1.1 | 1.1 | x | 96 | 7 | 7 | 98 | -8
COC(=O)c1ccccc1SC1CC(=O)N(c2ccccc2)C1=O (configuration not stated) | -13 | -4 | 1 | 1 | 0.37 | 103 | 13 | -8 | 108 | 0
CCC(Sc1nc2ccccc2c(=O)n1CC1CCCO1)C(=O)NCc1cccnc1 (configuration not stated) | 6 | 3 | 1 | 0.99 | -0.38 | 97 | -6 | 4 | 103 | -5
OCCC1CN(Cc2ccon2)CCN1Cc1ccc(F)c(F)c1 (configuration not stated) | 6 | -3 | 1 | 0.99 | 0.21 | 101 | -6 | 2 | 102 | 0
O=C(CSc1nnc(NC(=O)c2ccco2)s1)NC1CCCCC1 | -2 | 1 | 0.9 | 1.4 | 1 | 99 | 2 | 3 | 101 | 9
COc1ccc(C(=O)Nc2cc(C)nc3ccccc23)cc1OC | -12 | 4 | 1 | 0.77 | x | 96 | 12 | 10 | 98 | -1
c1ccc(OCCCn2nnc(-c3ccncc3)n2)cc1 | -4 | -1 | 1 | 0.81 | -0.21 | 101 | 4 | 15 | 90 | -1
CCN1CCN(CC(O)COCC2COc3ccccc3O2)CC1 (configuration not stated) | -8 | 6 | 0.9 | 1.1 | -0.49 | 94 | 8 | 6 | 97 | 9

The final 2 compounds of the section above are carried over, then new ones follow:
SMILES | APP transl inh | STAT1 inh | FLuc act counter | NF-kB neuron act | ROMK primary | STAT1 activator | APP 5'UTR act | STAT3 blocker | STAT3 act | FLuc inh counter
c1ccc(OCCCn2nnc(-c3ccncc3)n2)cc1 | -4 | -1 | 1 | 0.81 | -0.21 | 101 | 4 | 15 | 90 | -1
CCN1CCN(CC(O)COCC2COc3ccccc3O2)CC1 (configuration not stated) | -8 | 6 | 0.9 | 1.1 | -0.49 | 94 | 8 | 6 | 97 | 9
O=C(/C(=C/O)N=Nc1ccccc1)c1ccc(Cl)cc1 | 0 | -11 | 1 | 0.83 | 0.14 | 111 | 0 | -2 | 102 | 1
COc1cc(SC)ccc1C(=O)OCC(=O)NC1CC1 | -8 | -9 | 0.8 | 1.4 | -0.099 | 109 | 8 | -5 | 105 | 18
CCN1/C(=C/c2sc(-c3ccccc3C)c[n+]2C)Sc2ccccc21 | 1 | 30 | 1 | 1.3 | -0.36 | 71 | -1 | 91* | 21 | -2
CCOc1cc(S(=O)(=O)N2CCC(C(N)=O)CC2)ccc1F | 1 | 10 | 1.1 | 1.3 | -0.46 | 90 | -1 | 6 | 93 | -5
O=C(NCc1ccco1)c1nc2c(nnn2Cc2ccccc2Cl)c(=O)[nH]1 | 10 | -5 | 1 | 1.3 | 1.1 | 104 | -10 | 13 | 92 | -3
CCC(C)NCCCOc1c(C)cc(C)cc1Br (configuration not stated) | -24 | 7 | 1 | 1.1 | x | 93 | 24 | 20 | 84 | -2
COc1ccccc1N1CCN(/N=C/c2ccc(OC)c(OC)c2OC)CC1 | -19 | -2 | 1.1 | 1.1 | 0.38 | 101 | 19 | 11 | 94 | -5
Cc1sc2nc(SCC(=O)NCCOCCO)nc(N)c2c1C | 17 | -6 | 1 | 1.1 | x | 104 | -17 | 5 | 98 | -2
CC1(C)CC(=O)C=C(NC2CCCCCCC2)C1 | -14 | -3 | 1.1 | 1.1 | 1.3 | 103 | 14 | 12 | 92 | -5
CCCOc1ccc(NC(=O)C2CC(=O)N3CCCN=C3S2)cc1 (configuration not stated) | -5 | 5 | 1.1 | 1.2 | x | 96 | 5 | -1 | 105 | -6
O=C(Cn1nc(C(F)F)cc1C1CC1)NCCC1=CCCCC1 | -1 | 6 | 0.9 | 0.96 | x | 98 | 1 | -3 | 104 | 7
O=S(=O)(N1CCOCC1)N1CCN(c2ccccc2F)CC1 | -21 | 6 | 1.1 | 1.1 | x | 95 | 21 | 4 | 100 | -6
O=C(COC(=O)c1cccs1)NC12CC3CC(CC(C3)C1)C2 | 6 | -11 | 0.9 | 0.98 | 0.33 | 109 | -6 | -5 | 110 | 10
O=C(O)CCNc1nc(-c2ccccc2)nc2ccccc12 | 12 | 1 | 1.1 | 1 | x | 93 | -12 | 2 | 100 | -9
O=C(Cc1cccs1)Nc1nc(-c2ccccc2)cs1 | -24 | -8 | 1 | 1.1 | x | 107 | 24 | 24 | 83 | 4
Cc1ccc(NC(=O)c2cc(N(C)C)ccc2[P+](=O)O)cc1 | -36 | -29 | 0.9 | 1.4 | 0.037 | 127 | 36 | 11 | 92 | 12
CC(C)CNC(=O)C(=O)NCCCN1CCOCC1 | 5 | -4 | 1.1 | 1.2 | -0.87 | 102 | -5 | 11 | 94 | -6
O=C(OCc1cc2ccccc2[nH]c1=O)c1ccco1 | 21 | 5 | 1 | 1.2 | 1.2 | 95 | -21 | 1 | 103 | -1
CCCCOc1ncnc2c1[nH]c1ccc(OCC)cc12 | 0 | -1 | 1 | 1.5 | x | 100 | 0 | 24 | 83 | 2
Cn1c(NCc2ccco2)nc2c1c(=O)n(Cc1ccc(Cl)cc1Cl)c(=O)n2C | -4 | 0 | 1.1 | 0.94 | 0.0048 | 100 | 4 | 9 | 96 | -9
Cc1cccc(OCc2n[nH]c(=S)n2C2CCCCC2)c1 | -5 | 0 | 1 | 1.1 | -0.059 | 101 | 5 | 16 | 90 | -4
Cc1cc2ccccc2n1CCNC(=O)COc1ccccc1 | 4 | x | 1.1 | 0.81 | x | x | -4 | x | x | -7
O=C1CC(Cc2ccccc2)C(=O)N1CCCn1ccnc1 (configuration not stated) | 2 | -10 | 1 | 0.91 | 0.21 | 110 | -2 | 1 | 103 | -3
Cc1cccc(NC(=O)CCN2CCN(C/C=C/c3ccccc3)CC2)c1 | 14 | 8 | 1.1 | 1.2 | x | 92 | -14 | 6 | 98 | -10
CN(C(=S)Nc1cccnc1)c1ccc(O)cc1 | -10 | -4 | 1.1 | 1.1 | -0.45 | 104 | 10 | 16 | 93 | -6
COc1ccc(C(=O)Nc2sc3c(c2C(=O)O)CC(C)(C)OC3)cc1 | -2 | -3 | 0.9 | 0.98 | 0.7 | 103 | 3 | 3 | 101 | 11
CCN(c1ccc2c(c1)OCO2)S(=O)(=O)c1cc(Br)cc2c1N(C(=O)C1CC1)CC2 | -1 | 9 | 1 | 0.62 | x | 91 | 1 | -1 | 105 | -1
CCOC(=O)N/N=C/c1c(C)c(C(=O)c2ccc(F)cc2)n2ccccc12 | 14 | 8 | 1 | 0.75 | x | 92 | -14 | 16 | 88 | 4
CCOC(=O)c1c(NC(=S)NC(=O)c2ccc(Cn3cc(Cl)cn3)o2)sc2c1CCC(C)C2 (configuration not stated) | 7 | -4 | 1.1 | 1 | x | 104 | -7 | 2 | 103 | -6
CCC(C)NC(=O)c1cnn2c1NC(c1cccs1)CC2C(F)(F)F (configuration not stated) | -20 | -2 | 1.1 | 1.3 | x | 102 | 20 | 0 | 101 | -6
CC(C)OC(=O)NCCOC(=O)Nc1ccc(Cl)cc1 | 14 | 4 | 1.1 | 1.1 | -0.091 | 94 | -14 | 8 | 97 | -6
Cn1c(-c2ccc3ccccc3n2)nc2cnccc21 | -109 | -36 | 0.6 | 2 | x | 133* | 109 | -2 | 110 | 38
COc1nc(-c2ccccc2)ncc1S(=O)(=O)c1ccccc1 | 7 | -16 | 1.1 | 1.1 | 0.79 | 113 | -7 | 17 | 90 | -8
CSc1ncc(CN2CCN(CC=C(C)C)C(CCO)C2)cn1 (configuration not stated) | 2 | -5 | 1 | 1.2 | 0.53 | 103 | -2 | 0 | 104 | -4
CCCCCC(=O)Nc1ccc(N2CCN(C(=O)CCC)CC2)cc1 | 9 | 1 | 1.1 | 2.2 | x | 99 | -9 | -1 | 102 | -6
COc1cccc(NC(=O)COC(=O)COc2ccccc2[N+](=O)[O-])c1 | -4 | 1 | 1 | 1.5 | -0.42 | 99 | 4 | -6 | 104 | -5
CN=C(NC#N)SCC(=O)c1ccc(Cl)cc1Cl | -5 | 0 | 1.1 | 1.1 | -1.8 | 100 | 5 | 8 | 95 | -7
CC1(C)NC(=O)N(CC(O)COc2ccccc2[N+](=O)[O-])C1=O (configuration not stated) | -5 | -7 | 1.1 | 1.1 | -0.2 | 104 | 5 | 2 | 104 | -6
O=c1cc(Nc2ccc3c(c2)OCCO3)[nH]c(=O)n1Cc1ccc(F)cc1 | -26 | 1 | 1 | 0.92 | x | 99 | 26 | 0 | 103 | -2
COc1ccc(O)c(C=Nc2cc(NC(C)=O)c(Cl)cc2Cl)c1 | 11 | 1 | 1 | 1.2 | x | 99 | -11 | -2 | 104 | -1
CCOc1cccc2c1OC1(CCCCC1)N1N=C(c3cccnc3)CC21 (configuration not stated) | -15 | 7 | 1 | 0.93 | -1.2 | 93 | 15 | 4 | 95 | -2

Three of the entries above in order of the NF-kB neuron act value, high to low:
mol	APP transl inh	STAT1 inh	NF-kB neuron act	ROMK primary	STAT1 activator	APP 5'UTR act	STAT3 act
CCCCCC(=O)Nc1ccc(N2CCN(C(=O)CCC)CC2)cc1	9	1	2.2	x	99	-9	102
COc1ccc(O)c(C=Nc2cc(NC(C)=O)c(Cl)cc2Cl)c1	11	1	1.2	x	99	-11	104
COc1nc(-c2ccccc2)ncc1S(=O)(=O)c1ccccc1	7	-16	1.1	0.79	113	-7	90

Individual results from the results shown.
CC1(C)NC(=O)N(CC(O)COc2ccccc2[N+](=O)[O-])C1=O (configuration not stated) in STAT1 inh has -7
Cn1c(-c2ccc3ccccc3n2)nc2cnccc21 in STAT1 activator has 133*
CN=C(NC#N)SCC(=O)c1ccc(Cl)cc1Cl in NF-kB neuron act has 1.1
CC(C)OC(=O)NCCOC(=O)Nc1ccc(Cl)cc1 in STAT1 inh has 4
